Assay outcomes from PubChem BioAssay.
Growth percent in the NCI-60 one-dose screen (48 h, 10 µM unless noted): 100 = growth as untreated, 0 = no growth, -100 = all killed.
K-562: K-562 leukemia; 7.4% of 78,000 active; AID 1794777
MOLT-4: MOLT-4 leukemia cells. 6.9% of 80,000 active
RPMI-8226: RPMI-8226 leukemia cells | 7.5% of 77,000 active | AID 1794781
MDA-MB-435: MDA-MB-435 melanoma | 7.8% of 82,000 active
MDA-MB-231: MDA-MB-231 breast cancer; 5% of 81,000 active; AID 1794789
SR: SR leukemia cells | AID 1794780 | 8.7% of 73,000 active
CCRF-CEM: CCRF-CEM leukemia; 7% of 77,000 active; AID 1794778
MDA-MB-468: MDA-MB-468 breast cancer | AID 2202374 | 8.5% of 78,000 active
Numbers without * were called inactive; . = no result given; & = joins results of further samples; ! = repeats disagree; [ ] = dose if it differs, or a comment. How the source made its calls: active means growth percent below 10; inactive means the rest.

SMILES	K-562	MOLT-4	RPMI-8226	MDA-MB-435	MDA-MB-231	SR	CCRF-CEM	MDA-MB-468
O=C(Nc1ccc(-c2cc(C(=O)Nc3ccccn3)c3ncccc3n2)cc1)Nc1cc(C(F)(F)F)cc(C(F)(F)F)c1	52	78	43	86	77	73	71	30
CCNc1ccc2nc3c4ccccc4c(=Nc4ccncc4)cc-3oc2c1	46	44	46	77	64	47	50	63
OCC(c1ccccc1)[n+]1ccccc1 (configuration not stated)	98&119	97&96	93&104	105&107	105&106	102&91	95&109	96&90
CCN(CC)CCNC(=O)C(Cl)=C1C(Cl)=C(Cl)C(Cl)=C1Cl	24	15	31	34	50	35	.	76
c1csc(-c2cnc3nonc3n2)c1	67	79	.	99	82	39	80	68
Clc1ccc(Cn2cc(-c3nc4ccc(Br)nc4n3Cc3ccc(Cl)cc3)c3cccnc32)cc1	79	59	68	105	53	61	79	61
CCOC(=O)CSC1=NCCN1	101	103	100	111	103	101	97	94
CCOC(=O)CC(C#N)(CC(=O)OCC)C(=O)OCC	111	109	96	95	101	100	102	97
CC(C)CCC[C@@H](C)[C@H]1CC[C@H]2[C@@H]3CC=C4c5sc(N)nc5CC[C@]4(C)[C@H]3CC[C@]12C	86	74	84	96	106	81	91	91
O=c1oc2ccccc2cc1-c1csc(N2N=C(c3ccc(Cl)cc3)CC2c2ccccc2)n1 (configuration not stated)	99	104	103	108	78	99	104	94
Oc1ccccc1C=Nc1ccc(N2CCN(c3ccccc3)CC2)cc1	81	93	91	96	100	98	62	108
O=C(Cc1ccccc1)Nc1cn(-c2ccccc2)[nH]c1=O	115	111	102	109	105	.	87	124
COc1cccc(CC(C)=C(c2ccc(OCCN3CCCCC3)cc2)c2ccc(OCCN3CCCCC3)cc2)c1	-37*	-34*	-46*	-97*	-77*	-41*	-32*	-83*
COc1cccc(/C=C2\Cc3c(Br)cccc3C2=O)c1OC	88	79	94	98	68	76	96	83
Cc1cccc2c(=O)c3c(sc12)c(NCCCNCCO)nc1ccccc13	-51*	-34*	-26*	29	-1.6*	-27*	15	16

3 compounds from above, reduced to MDA-MB-435, CCRF-CEM and K-562.
structure | MDA-MB-435 | CCRF-CEM | K-562
COc1cccc(CC(C)=C(c2ccc(OCCN3CCCCC3)cc2)c2ccc(OCCN3CCCCC3)cc2)c1 | -97* | -32* | -37*
COc1cccc(/C=C2\Cc3c(Br)cccc3C2=O)c1OC | 98 | 96 | 88
Cc1cccc2c(=O)c3c(sc12)c(NCCCNCCO)nc1ccccc13 | 29 | 15 | -51*

Next section.
SMILES	K-562	MOLT-4	RPMI-8226	MDA-MB-435	MDA-MB-231	SR	CCRF-CEM	MDA-MB-468
COc1ccc(-c2cc3c(cc2O)CC[C@@H]2[C@@H]3CC[C@]3(C)[C@@H](O)CC[C@@H]23)cc1	70	65	58	86	73	83	57	.
O=C(O)/C=C(\c1nc2ccccc2[nH]1)c1cc(Cl)ccc1O	95	89	98	119	72	96	93	110
C=CCOC(=O)CCC(C)(CCC(=O)OCC=C)C(C)=O	102	97	95	97	110	76	88	108
Cc1c(Cl)cccc1C(=O)Nc1nc2c(s1)CN(C(=O)Nc1ccccc1C(F)(F)F)CC2	108	106	101	99	98	105	99	107
COc1ccc2[nH]c(O)c(N=NC(=O)c3ccc(S(C)(=O)=O)cc3)c2c1	99	107	104	106	115	93	100	106
COc1cc2c(=O)n(C)c3c4cc5c(cc4ccc3c2cc1OC)OCO5	59	37	73	77	78	42	.	57
CCCCCCCCCCCCCCCCCCOC(C)=O	95	88	104	101	103	90	105	103
O=C1c2ccccc2C(=O)c2c(N=Nc3[nH]c(=S)[nH]c3O)cccc21	9.6*	16	-2.6*	-68*	40	24	14	-4.9*
CC(=O)Nc1c(C#N)cnc2ccc3oc(=O)ccc3c12	.	114	101	116	98	106	110	114
O=C1/C(=C/c2ccc(OCc3ccc(Cl)cc3)cc2)N=C2SCCCN12	80	66	82	108	100	81	75	102
CCNc1nc2ncnc(NCC)c2[nH]1	110	96	108	98	99	.	106	98
CCCCC(CC)CN(CC)CC (configuration not stated)	96	100	113	105	122	101	100	109
Cc1ccc(Sc2nnc(/N=C3\C(=O)Nc4ccccc43)s2)cc1	96	100	95	103	104	91	93	102
COc1ccc(CN2CCc3c(Cl)nc(N)nc3C2=O)c(OC)c1	15[100 µM]	13[100 µM]	13[100 µM]	1.8*[100 µM]	6.4*[100 µM]	3.9*[100 µM]	3.6*[100 µM]	12[100 µM]
CS(=O)(=O)c1nccc(-c2c(-c3cccc(OCCN4CCCC4)c3)nc3sccn23)n1	99	100	90	97	65	90	.	104

Given with two lines to a compound: entries from further up.
Each structure is followed by: K-562 | MOLT-4 | RPMI-8226 | MDA-MB-435 | MDA-MB-231 | SR | CCRF-CEM | MDA-MB-468
> O=C1c2ccccc2C(=O)c2c(N=Nc3[nH]c(=S)[nH]c3O)cccc21
→ 9.6* | 16 | -2.6* | -68* | 40 | 24 | 14 | -4.9*
> CC(=O)Nc1c(C#N)cnc2ccc3oc(=O)ccc3c12
→ . | 114 | 101 | 116 | 98 | 106 | 110 | 114
> O=C1/C(=C/c2ccc(OCc3ccc(Cl)cc3)cc2)N=C2SCCCN12
→ 80 | 66 | 82 | 108 | 100 | 81 | 75 | 102
> CCNc1nc2ncnc(NCC)c2[nH]1
→ 110 | 96 | 108 | 98 | 99 | . | 106 | 98

Carrying on.
SMILES	K-562	MOLT-4	RPMI-8226	MDA-MB-435	MDA-MB-231	SR	CCRF-CEM	MDA-MB-468
CC(C)C1=C[C@@]23CC[C@@H]4[C@](C)(CCC[C@]4(C)C(=O)N4CCCC4)[C@H]2C[C@@H]1[C@H]1C(=O)CCC(=O)[C@H]13	73	50	67	93	91	72	75	77
CCOC(=O)c1c(C)nc2c(c1N)C(=O)C(=O)N2Cc1ccccc1	26	53	38	51	75	22	60	77
COc1cc(-c2nn(-c3cccc(NC(=O)CCN4CCN(Cc5ccccc5)CC4)c3)cc2-c2ccncc2)ccc1Cl	-43*	5.1*	-23*	-38*	-15*	-28*	4.2*	1.2*
CCCCC[n+]1ccc(SCC(=O)N(C)c2ccccc2OC(F)(F)F)c2ccccc21	30	96	.	100	92	92	86	37
CC1SC(c2ccccc2O)N(NC(=O)CCC(=O)c2nc3ncccc3[nH]2)C1=O (configuration not stated)	109	123	93	102	103	109	116	88
N#Cc1c(-c2ccccc2)cc(-c2ccccc2)n(CCCCCCC(=O)NO)c1=O	27	15	19	59	74	19	17	68
COc1cc(C2NCc3c(nc4c(c(C)nn4-c4ccccc4)c3-c3ccc(Cl)cc3)N2)cc(OC)c1OC (configuration not stated)	88	.	100	106	115	89	54	89
COc1ccc(/C=C2\Oc3cc(OCCN4CCC(Cc5ccccc5)CC4)ccc3C2=O)c(OC)c1	75	84	.	94	88	21	82	101
O=C(N/N=C/c1ccc(Br)cc1)c1ccc(-n2cc(-c3ccccc3)nn2)cc1	99	104	98	100	93	90	99	105
NC(=S)c1ccc(OCCCc2ccccc2)cc1	90	82	100	100	131	86	104	.
CCCCNC(=O)NS(=O)(=O)c1ccc(N2N=C(c3ccc(C(C)(C)C)cc3)CCC2=O)cc1	98	94	96	97	94	99	100	94
O=C1c2cc3c(cc2-c2c1c1cc(F)c(F)cc1c(=O)n2C[C@H](O)CO)OCO3	6.3*	-26*	-0.8*	-11*	5.4*	-16*	-11*	-57*
COC(=O)CCc1ccc(N)cc1	107	82	105	119	95	.	111	178
CC(C)(C)CC(C)(C)N1CN(C(C)(C)CC(C)(C)C)CP(c2ccccc2)C1	119	107	106	95	98	125	102	89
CCCCCCCCCCCC(C)=O	97	100	.	111	112	92	110	95
CNC(=O)CCN1C(=O)/C(=C/c2ccc(O)cc2)SC1=S	102	109	115	101	97	99	100	.
CS(=O)(=O)c1ccc(-c2nc3ccccn3c2/C=N/Nc2ccccc2)cc1	53	58	75	85	87	79	75	96
COc1cc(C2CC(=O)Nc3c2c(C)nn3-c2ccc(Cl)nn2)cc(OC)c1O (configuration not stated)	103	100	99	102	98	103	.	98
COc1cccc(C(=O)NCCNc2cc(-c3cn(-c4ccccc4)nc3-c3cccc(OC)c3)ccn2)c1	32	.	39	64	62	2.1*	26	49
Cn1c2nc3ccccc3c-2nc2ccccc21	95&121	97&98	97&95	125&109	84&80	91&84	-22*!	75
CNC(=O)N1N=C(c2ccc(N)cc2)c2cc3c(cc2C(C)C1=O)OCO3 (configuration not stated)	.	97	115	94	115	68	103	.
CCO/C=N/C1=C(C#N)C(c2ccc(Cl)cc2)c2sc3c(F)cccc3c2O1 (configuration not stated)	25	71	54	-30*	71	37	38	54
C[C@@H](C[C@H](CCOC(=O)N(C)C)c1ccccc1)c1ccoc1	82	92	99	93	102	96	101	.
CC(CCC(C)[n+]1ccc2ccccc2c1)[n+]1ccc2ccccc2c1 (configuration not stated)	105	100	97	109	107	110	105	106
Cc1ccc(-c2csc(C3=C(O)CN(NC(=O)c4ccoc4C)C3=N)n2)cc1	.	99	69	117	103	88	.	.
COc1ccc(CSc2nc3ccc(Cl)cc3c(=O)n2-c2ccccc2)cc1	95	94	114	111	103	94	98	92
C=C(C)COC(OCC(=C)C)C(C)C	96	91	102	101	103	99	102	111
CCCCOC(=O)c1ccccc1OC	100	104	106	111	129	99	97	111
CC(=O)/C(C)=N\OC(=O)Nc1ccccc1	98	90	102	103	99	106	.	114
CC[N+](CC)(CCCC(C)[N+]1(Cc2ccccc2)C(C)=CC=C1C)Cc1ccccc1 (configuration not stated)	55	84	34	83	79	90	74	-13*
O=C(OCc1ccccc1)c1ccc2c(c1)NC(=O)[C@H]1CCCN21	109	102	111	99	112	92	107	95
CSc1cc(=O)[nH]c(N)n1	100	90	100	99	113	86	104	100
N/C(=N\c1nc2ccccc2s1)NC(=O)NCCCCCCO	23	4.3*	46	41	.	32	60	2.3*
COc1cc(-c2c(C#N)c(N)nn2C(=O)c2ccc(NC(=O)c3ccccn3)cc2)ccc1O	70	95	81	98	106	114	110	105
CC(C)(C)c1ccc(O)c(CNc2ccccc2)c1	108	91	101	101	103	.	99	104
COc1ccc(Nc2ncnc3onc(-c4ccccc4)c23)cc1OC	107	98	121	107	94	100	112	82
CN1C(=O)C2(SCC(C(=O)NC(C)(C)C)N2C(=O)C2CCCCC2)c2ccccc21 (configuration not stated)	.	105	105	94	109	100	110	97
O=C(O)c1cc(I)cc(I)c1O	110	112	89	95	106	.	85	.
COc1cc(C(=O)NCC(=O)NN=C(C)C)cc(OC)c1OC	118	110	104	108	127	.	102	117
CC1(C)C(=O)/C(=C\c2ccccn2)C[C@]2(C)[C@H]3CC[C@@H]4[C@@H](C(=O)/C=C/c5ccccn5)CC[C@@]4(C)[C@]3(C)CC[C@@H]12	0.8*	7.3*	-5.7*	4.5*	-60*	3.7*	6.8*	-51*
O=C(NNc1ccccc1)c1ncc[nH]1	7.2*	27	53	24	82	104	33	76
Cc1ccc2nc(C[n+]3ccc4ccccc4c3)ccc2c1	44	72	31	55	73	63	53	-4.0*
NS(=O)(=O)c1ccc(Nc2nc(N/N=C/c3cn(-c4ccccc4)nc3-c3ccccc3)nc(Nc3ccccc3)n2)cc1	67	51	73	105	104	59	67	98
Fc1cc(-c2n[nH]c(=S)n2/N=C/c2ccc(Cl)cc2Cl)c(Cl)cc1Cl	88	100	83	107	97	104	89	.
Cc1ccc(NC(=O)Nc2ncn[nH]2)c(C)c1	119	95	.	91	83	102	.	96
Cc1cc(Br)ccc1S(=O)(=O)c1ccccc1	107	84	83	125	90	89	66	105
CCOc1ccccc1/C=N/N1CCCCCC1	.	98	110	114	96	89	100	108
CN1C(=O)/C(=C/c2ccco2)S/C1=N/c1nccs1	101	107	115	107	109	89	97	-13*
O=C(Nc1ccccc1-c1nn(CN2CCNCC2)c(=S)n(CN2CCNCC2)c1=O)C(F)(F)F	92	100	88	108	96	92	89	94
CC1(C)O[C@@H]2CC3C4CCC5=CC(=O)C=C[C@]5(C)C4[C@@H](O)C[C@]3(C)[C@]2(C(=O)CO)O1 (some centres not stated)	109	102	75	95	121	.	59	100
COc1ccc(OC)c(/C=C/c2ccc([N+](=O)[O-])cc2)c1	109	91	85	103	65	96	89	72
COc1ccc(C2=NN(C=O)C(c3ccc(Cl)cc3)C2)cc1S(=O)(=O)NNC(=O)c1ccncc1 (configuration not stated)	96	101	96	101	104	.	99	96
COc1cc(/C=C/C(=O)c2ccc(NC(=O)N3CCN(c4cc5c(cc4F)c(=O)c(C(=O)O)cn5C4CC4)CC3)cc2)cc(OC)c1OC	34	75	32	90	81	15	41	71
COc1cc(/C=N/n2c(CN3CCCC3)nc3ccccc3c2=O)cc(OC)c1OC	98	102	101	103	99	.	103	95
Cc1cc(=O)[nH]c(N/N=C2/CCCCC2C)n1 (configuration not stated)	98	94	100	119	106	108	96	116
Cc1ccc2c(c1)=NC(=O)/C(=C\c1sc(=O)[nH]c1O)C=2	105	.	95	100	89	.	88	94
C/C(=C(/c1ccccc1)c1ccc(N2C(=O)c3cccc4c(NCc5ccccc5)ccc(c34)C2=O)cc1)c1ccccc1	86	89	102	102	96	84	89	116
Oc1cccc(-c2nc(-c3n[nH]c(=S)n3-c3ccccc3)cc3c2[nH]c2ccccc23)c1	11	26	18	3.4*	46	19	21	9.8*
CN(C)CCC(O)(Cc1ccccc1)c1ccccc1 (configuration not stated)	103	102	.	92	108	102	112	110
O=C(O)c1cccc([N+](=O)[O-])c1C(=O)O	93	101	100	106	98	96	100	107

Three structures out of the list, sorted by heavy-atom count, low to high.
SMILES	K-562	MOLT-4	RPMI-8226	MDA-MB-435	MDA-MB-231	SR	CCRF-CEM	MDA-MB-468
O=C(O)c1cccc([N+](=O)[O-])c1C(=O)O	93	101	100	106	98	96	100	107
Cc1cc(=O)[nH]c(N/N=C2/CCCCC2C)n1 (configuration not stated)	98	94	100	119	106	108	96	116
COc1ccc(C2=NN(C=O)C(c3ccc(Cl)cc3)C2)cc1S(=O)(=O)NNC(=O)c1ccncc1 (configuration not stated)	96	101	96	101	104	.	99	96
